Screening data (PubChem BioAssay)
PNC assembly inh: High Content Assay for Compounds that inhibit the Assembly of the Perinucleolar Compartment; activity change (PNC), negative = inhibition, % at 10 µM; 3.1% of 140,000 active; AID 2417, 2010; PC3M PTB-GFP, PNC prevalence imaging, 16 h; stronger effect = lower value;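 active = readout at or below -70, meaning at least 70% loss of cells showing the perinucleolar compartment, a nuclear body marking cancer cells; inconclusive = readout between -30 and a set limit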;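 also: plate controls were DMSO wells for no effect and camptothecin positive control wells for full effect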
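Read-out is percentage of cells bearing a perinucleolar compartment, from automated 20x imaging of fixed, Hoechst-stained PC3M PTB-GFP cells. Cells were seeded 4 h, then exposed 16 h to compound (23 nl of library stock) in duplicate plates.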
12-hLO inh: qHTS Assay for Inhibitors of 12-hLO (12-human lipoxygenase); purified 12-hLO, xylenol orange hydroperoxide absorbance; Potency, µM (highest dose often 57.1 µM), for the others: at the highest dose activity change, negative = inhibition, hits mostly inhibitors; 0.12% of 150,000 active; AID 1452, 2008; also: potency is read from the fitted curve at half-maximal effect; nearly all actives have a fitted effect of over 55% in size; many of its hits are not listed in these tables
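Purified human 12hLO (150 nM), preincubated 15 min with compound, then 40 uM arachidonic acid for 30 min, room temperature, Hepes pH 7.0 with 0.01% Triton X-100. Hydroperoxide detected by ferrous iron/xylenol orange; 573/405 nm absorbance ratio gives reaction progress.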
IMPase cell inh: qHTS Assay for Identifying the Cell-Membrane Permeable IMPase Inhibitors; Inositol monophosphatase 1 (Rattus norvegicus), P97697; CHO-M1 cells, IP1 accumulation, HTRF TR-FRET ratio; inhibition (IP1 accumulation), % at 46.1 µM; 120,000 tested, under 10 active; active = well fitted curve in the direction sought with a large enough effect in the signal ratio, not every such curve was filed as active; inconclusive = small, poorly fitted or top-dose-only effect, or a change in a side signal; inactive = no such curve, though single readings can be large or run the other way; the % refers to the signal ratio;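 also: cells stimulated with carbachol in lithium chloride buffer; plate controls were DMSO basal wells for no effect and reference inhibitor wells for full effect; higher means more IMPase inhibition seen as more IP1 and lower FRET ratio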
Target sequence (P97697 whole entry, looked up): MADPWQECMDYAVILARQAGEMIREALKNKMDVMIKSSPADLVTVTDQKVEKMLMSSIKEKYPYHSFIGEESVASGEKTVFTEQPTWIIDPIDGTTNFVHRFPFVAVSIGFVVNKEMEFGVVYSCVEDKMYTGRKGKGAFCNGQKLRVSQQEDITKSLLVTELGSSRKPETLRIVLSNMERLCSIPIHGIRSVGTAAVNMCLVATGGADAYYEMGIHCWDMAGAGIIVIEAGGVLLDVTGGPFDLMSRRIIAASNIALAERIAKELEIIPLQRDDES
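The IP-One HTRF competitive assay in carbachol-stimulated CHO-M1 cells quantifies cellular IP1. Compounds spanned up to 46 uM final, and activity is expressed as AC50 from concentration-response fits of the ratio and donor data.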
15-hLO-2 inh: qHTS Assay for Inhibitors of 15-hLO-2 (15-human lipoxygenase 2); Polyunsaturated fatty acid lipoxygenase ALOX15B (Homo sapiens), O15296; 0.56% of 110,000 active; purified 15hLO-2, xylenol orange hydroperoxide absorbance; Potency, µM (highest dose often 57.1 µM), for inactives: at the top dose activity change, negative = inhibition, most hits filed as inhibitors; also: potency is read from the fitted curve at half-maximal effect; nearly all actives have a fitted effect of over 60% in size; many of its hits are not listed in these tables
Target sequence (O15296 whole entry, looked up): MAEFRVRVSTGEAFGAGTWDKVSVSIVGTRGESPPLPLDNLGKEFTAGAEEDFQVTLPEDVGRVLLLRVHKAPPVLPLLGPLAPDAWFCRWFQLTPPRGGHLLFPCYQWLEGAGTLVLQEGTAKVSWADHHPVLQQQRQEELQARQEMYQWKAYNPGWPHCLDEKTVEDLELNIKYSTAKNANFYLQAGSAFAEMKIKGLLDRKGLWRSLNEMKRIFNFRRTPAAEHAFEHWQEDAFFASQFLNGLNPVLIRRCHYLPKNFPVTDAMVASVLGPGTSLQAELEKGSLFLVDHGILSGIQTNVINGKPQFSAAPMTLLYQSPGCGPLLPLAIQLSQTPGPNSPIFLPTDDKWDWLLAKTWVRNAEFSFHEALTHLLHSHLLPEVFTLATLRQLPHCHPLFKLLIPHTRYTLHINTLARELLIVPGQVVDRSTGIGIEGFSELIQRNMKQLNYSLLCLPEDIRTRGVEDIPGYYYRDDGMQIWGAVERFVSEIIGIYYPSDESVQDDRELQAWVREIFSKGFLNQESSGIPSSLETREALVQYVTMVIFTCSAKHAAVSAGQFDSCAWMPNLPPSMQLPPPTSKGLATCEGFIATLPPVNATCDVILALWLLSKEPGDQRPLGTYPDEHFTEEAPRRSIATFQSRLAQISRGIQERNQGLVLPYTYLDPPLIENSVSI
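Purified human 15hLO-2 (50 nM) preincubated 15 min with compound, then 45 uM arachidonic acid for 90 min at RT in 25 mM Hepes pH 7.5, 0.01% Triton X-100. Hydroperoxide detected by Fe-xylenol orange; 573/405 nm absorbance ratio.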
An asterisk follows results filed as active; [ ] = remark or other dose. Unless noted, calls follow the shape of the dose curve; as a rule, active = well fitted curve in the direction sought with a large enough effect; inconclusive = small, poorly fitted or top-dose-only effect, or another doubt; inactive = no such curve, though single readings can be large; an effect the other way counts as inactive or inconclusive. Unless noted, % is scaled to controls: 0 for no effect and ±100 for the full control effect. Not all compounds are listed; rates above refer to the full screens.

Screening O=C(CSc1n[nH]c(-c2cccs2)n1)N1CCN(S(=O)(=O)c2ccc3ccccc3c2)CC1 returned PNC assembly inh -16, 12-hLO inh 3%, IMPase cell inh 1 and 15-hLO-2 inh -1%.
Cc1cccc(C(=O)N2CCC(=O)N(C(COCc3cccc(Cl)c3)Cc3ccccc3)CC2)c1 (stereo not given) was read as PNC assembly inh 7 and 12-hLO inh -4%.
O=C(COC(=O)c1ccccc1Nc1ccccc1)NCc1ccco1 was read as PNC assembly inh 0, 12-hLO inh -15%, IMPase cell inh 0 and 15-hLO-2 inh 4%.
CCC(Sc1nc2c(cnn2-c2ccccc2)c(=O)[nH]1)C(=O)OC (stereo not given) was read as PNC assembly inh -5, 12-hLO inh 3%, IMPase cell inh -4 and 15-hLO-2 inh -1%.
O=C1N=C(N2CCCCC2)SC1=C1CCCCC1 was read as PNC assembly inh 11, 12-hLO inh -3%, IMPase cell inh 14 and 15-hLO-2 inh -5%.
`C=CCn1c(SCC(=O)NCCOC)nc2scc(-c3ccco3)c2c1=O` gave PNC assembly inh 11, 12-hLO inh -30%, IMPase cell inh -6 and 15-hLO-2 inh -20%.
CCc1ccccc1NS(=O)(=O)c1ccc2[nH]cc(C(=O)NCc3ccco3)c(=O)c2c1 was read as PNC assembly inh 12, 12-hLO inh -3%, IMPase cell inh 1 and 15-hLO-2 inh 10%.
Screening CCOC(=O)c1c(NC(=O)COc2cccc3c2CCN(CC)C3=O)sc2c1CCC2 returned PNC assembly inh 36 and 12-hLO inh -2%.
For O=C(CN1CCN(S(=O)(=O)c2ccc(Br)cc2)CC1)Nc1ccc2c(c1)OCO2 the results were PNC assembly inh -25, 12-hLO inh -23%, IMPase cell inh 2 and 15-hLO-2 inh 7%.
For CCC(C)Nc1nc(-c2cccc(OC)c2O)nc2ccccc12 (stereo not given) the results were PNC assembly inh 4, 12-hLO inh 1%, IMPase cell inh 7 and 15-hLO-2 inh 8%.
`COc1ccc(C(=O)Nc2ccccc2N2CCOCC2)cc1Br` gave PNC assembly inh -27, 12-hLO inh 3%, IMPase cell inh 7 and 15-hLO-2 inh 2%.
Screening COc1ccc2[nH]c(-c3ccccc3)cc(=O)c2c1 returned 12-hLO inh 1%[0.00818 µM] and 15-hLO-2 inh -1%[0.0915 µM].
Screening Cc1ccc(-c2csc(/C(C#N)=C(\O)CN3CCN(C(=O)c4ccco4)CC3)n2)cc1 returned PNC assembly inh 10, 12-hLO inh -9%, IMPase cell inh 10 and 15-hLO-2 inh -5%.
`O=C(O)C1CC1c1ccc(Br)cc1` (stereo not given) gave PNC assembly inh 32, 12-hLO inh -3%, IMPase cell inh -2 and 15-hLO-2 inh 4%.
`Cc1cc(C)c(S(=O)(=O)N2CCCCC2)c(C)c1-n1ncnn1` gave PNC assembly inh -23, 12-hLO inh 0%, IMPase cell inh 13 and 15-hLO-2 inh 1%.
For O=S(=O)(c1ccc2c(c1)OCCO2)N1CCN(c2cccc(Cl)c2)CC1 the results were PNC assembly inh -27, 12-hLO inh -1%, IMPase cell inh 12 and 15-hLO-2 inh 10%[2.29 µM].
Screening O=C(COC(=O)CCSc1ccc(Cl)cc1)NCc1ccccc1 returned PNC assembly inh inconclusive and 12-hLO inh -2%.
For COc1ccc(N(C(=O)C(C)C)S(=O)(=O)c2cccs2)cc1 the results were PNC assembly inh 47, 12-hLO inh 5%, IMPase cell inh 1 and 15-hLO-2 inh -2%.
Cc1nn(Cc2ccccc2)c(Cl)c1C(=O)OCC(=O)NC(=O)NC12CC3CC(CC(C3)C1)C2 was read as PNC assembly inh 21, 12-hLO inh 0% and IMPase cell inh -2.
CCCSC1=C(C#N)C(c2ccccc2OCC)CC(=O)N1 (stereo not given) was read as PNC assembly inh inconclusive, 12-hLO inh -2%, IMPase cell inh 2 and 15-hLO-2 inh 4%.
For O=C1C(c2ccncc2)N(CCC2=CCCCC2)C(=O)CN1C1CCCCC1 (stereo not given) the results were PNC assembly inh inconclusive, 12-hLO inh -1%, IMPase cell inh 2 and 15-hLO-2 inh -5%.
For COc1ccc(-n2c(Cc3ccccc3)nnc2SCc2ccc([N+](=O)[O-])cc2)cc1 the results were PNC assembly inh inconclusive, 12-hLO inh -5% and IMPase cell inh 9.
For CCN(CC)C(=O)c1ccc(S(=O)(=O)N2CCC(c3nc4ccccc4s3)CC2)cc1 the results were PNC assembly inh -100*, 12-hLO inh 4% and IMPase cell inh -11.
For Cc1cc(NC(=O)C2CC(c3ccc(F)cc3)=NO2)no1 (stereo not given) the results were PNC assembly inh -3, 12-hLO inh 1%, IMPase cell inh 2 and 15-hLO-2 inh 9%.

Sorted by molecular weight (ascending): part of the list above.
`O=C(O)C1CC1c1ccc(Br)cc1` (stereo not given) gave PNC assembly inh 32, 12-hLO inh -3%, IMPase cell inh -2 and 15-hLO-2 inh 4%.
For Cc1cc(NC(=O)C2CC(c3ccc(F)cc3)=NO2)no1 (stereo not given) the results were PNC assembly inh -3, 12-hLO inh 1%, IMPase cell inh 2 and 15-hLO-2 inh 9%.
CCCSC1=C(C#N)C(c2ccccc2OCC)CC(=O)N1 (stereo not given) was read as PNC assembly inh inconclusive, 12-hLO inh -2%, IMPase cell inh 2 and 15-hLO-2 inh 4%.
For O=S(=O)(c1ccc2c(c1)OCCO2)N1CCN(c2cccc(Cl)c2)CC1 the results were PNC assembly inh -27, 12-hLO inh -1%, IMPase cell inh 12 and 15-hLO-2 inh 10%[2.29 µM].

Continued:
Screening COC(=O)CC1Oc2cc3oc4c(c3cc2O1)C(=O)CC(C)(C)C4 (stereo not given) returned 12-hLO inh -1% and 15-hLO-2 inh 3%.
`Cc1noc(/C=C/N(C)C)c1S(=O)(=O)N1CCCC(C(=O)Nc2ccc3c(c2)OCO3)C1` (stereo not given) gave PNC assembly inh 26, 12-hLO inh -2%, IMPase cell inh 6 and 15-hLO-2 inh 1%.
For CC(NS(=O)(=O)c1ccc(Br)cc1)C(c1cccs1)N1CCOCC1 (stereo not given) the results were PNC assembly inh inconclusive and 12-hLO inh -1%.
Screening COc1cccc(/C=N/N2CCN(C)CC2)c1 returned PNC assembly inh inconclusive and 12-hLO inh 0%.
For CC(C)(C)NC(=O)C1CN(S(=O)(=O)c2ccccc2)CCN1S(=O)(=O)c1ccccc1 (stereo not given) the results were PNC assembly inh -16, 12-hLO inh -2%, IMPase cell inh 4 and 15-hLO-2 inh 1%.
COC(=O)c1ccccc1NC(=O)CSc1nnc(-c2ccc(OC)cc2)n1C was read as PNC assembly inh 6 and 12-hLO inh 0%.
`COc1ccccc1C(O)(C(=O)NNc1ccccc1C)c1ccccc1OC` gave PNC assembly inh 24 and 12-hLO inh -3%.
O=C(O)C1C(c2ccccc2)C(C(=O)N2CCOCC2)C1c1ccccc1 (stereo not given) was read as PNC assembly inh -15, 12-hLO inh 0%, IMPase cell inh 5 and 15-hLO-2 inh 7%.
`Cc1ccc(/C(N)=N/OC(=O)c2ccc(Cl)cc2Cl)cc1` gave PNC assembly inh 53 and 12-hLO inh 1%.
Cc1nc(-c2ccc(NC(=O)c3ccccc3Br)cc2)cs1 was read as PNC assembly inh 30 and 12-hLO inh -2%.
CC1CC(C)CN(CCCNC(=O)C2CCCN(c3nnc(N4CCCC4=O)s3)C2)C1 (stereo not given) was read as PNC assembly inh 34, 12-hLO inh 3%, IMPase cell inh 10 and 15-hLO-2 inh 5%.
For O=C(NCc1cccnc1)c1ccc(COc2ccccc2Br)o1 the results were PNC assembly inh inconclusive, 12-hLO inh -2%, IMPase cell inh inconclusive and 15-hLO-2 inh 3%[11.4 µM].
For NC(=O)CSc1nnnn1CC(CC(=O)O)c1ccccc1 (stereo not given) the results were PNC assembly inh -2, 12-hLO inh -2% and IMPase cell inh 14.
Screening NC(=O)N/N=C\c1ccc([N+](=O)[O-])o1 returned 12-hLO inh -5%[25.6 µM], IMPase cell inh 5[20.6 µM] and 15-hLO-2 inh -9%[25.6 µM].
For O=C(c1ccc2snnc2c1)N1CCCCC1 the results were PNC assembly inh -100*, 12-hLO inh 6% and IMPase cell inh -2.
`OCCSc1c(F)c(SCCO)c(SCCO)c(F)c1SCCO` gave PNC assembly inh 37, 12-hLO inh 4%, IMPase cell inh 2 and 15-hLO-2 inh -4%.
CCCCN(CC)C(=O)CSc1nc2ccccc2c(=O)n1CC1COc2ccccc2O1 (stereo not given) was read as PNC assembly inh -18, 12-hLO inh -5%, IMPase cell inh 7 and 15-hLO-2 inh -6%.
COc1ccccc1CN(Cc1nc2ccccc2c(=O)[nH]1)S(=O)(=O)c1ccc2ccccc2c1 was read as PNC assembly inh 21, 12-hLO inh 2% and IMPase cell inh 17.
For COc1ccc(N2CCN(C(=O)c3csc4ccccc34)CC2)cc1 the results were PNC assembly inh 82, 12-hLO inh 1%, IMPase cell inh 1 and 15-hLO-2 inh -21%.
For Cc1ccc(NC(=O)COc2cccc3ccc(C)nc23)c(Br)c1 the results were PNC assembly inh -16 and 12-hLO inh -4%.
CC(C)C(NC(=O)c1ccco1)C(=O)NCC(c1ccco1)N(C)C (stereo not given) was read as PNC assembly inh 17, 12-hLO inh 4%, IMPase cell inh 6 and 15-hLO-2 inh 5%.
Screening O=C(O)c1cccc(S(=O)(=O)N2Cc3ccccc3C2)c1 returned PNC assembly inh -18, 12-hLO inh -2% and IMPase cell inh 10.
`O=C(Nc1ccc(Cn2nnc3ccccc32)cc1)c1ccco1` gave PNC assembly inh 8, 12-hLO inh 0%, IMPase cell inh -21 and 15-hLO-2 inh -4%.
CN(C)Cc1ccccc1C1(O)c2ccccc2CSc2ccccc21 (stereo not given) was read as PNC assembly inh 34, 12-hLO inh -1%, IMPase cell inh 3 and 15-hLO-2 inh 34%[activator].
Cc1ccc2c(c1)C1CN(C)CCC1N2C(=O)c1ccccc1NS(=O)(=O)c1ccc(F)cc1C (stereo not given) was read as PNC assembly inh -100* and 12-hLO inh 3%.
For CCCC(=O)NC(=S)Nc1ccc(Cl)cn1 the results were PNC assembly inh 38, 12-hLO inh -4%, IMPase cell inh -8 and 15-hLO-2 inh -7%.
COc1ccccc1NC(=S)NNC(=O)c1ccc(Cl)cc1Cl was read as PNC assembly inh 338, 12-hLO inh -2% and IMPase cell inh -10.
`CCC(=O)NC(=S)Nc1ccc(S(=O)(=O)NC(C)=O)cc1` gave PNC assembly inh inconclusive, 12-hLO inh 5%, IMPase cell inh 8 and 15-hLO-2 inh -1%.
For CCOC(=O)c1cc2n(n1)C(C(F)(F)F)CC(C)N2 (stereo not given) the results were PNC assembly inh inconclusive, 12-hLO inh 5%, IMPase cell inh 1 and 15-hLO-2 inh -5%.
c1ccc(-c2noc(CSc3nc4ccccc4o3)n2)cc1 was read as PNC assembly inh -19, 12-hLO inh -12%, IMPase cell inh -2 and 15-hLO-2 inh -5%.
`O=C(CSc1ccc2ccccc2c1)Nn1cnnc1` gave PNC assembly inh 40, 12-hLO inh 4%, IMPase cell inh -2 and 15-hLO-2 inh 1%.
Screening Cn1c(C(=O)OCC(=O)NCC2CCCO2)cc2sccc21 (stereo not given) returned PNC assembly inh inconclusive, 12-hLO inh 0% and IMPase cell inh -5.
`COc1cccc(C(=O)CSc2nc3ccccc3n2CC(=O)N2CCOCC2)c1` gave PNC assembly inh -2, 12-hLO inh 3%, IMPase cell inh 0 and 15-hLO-2 inh -6%.
Screening Cc1cc(C)cc(OCc2nnc(SCC(=O)N3CCN(c4ccccc4)CC3)o2)c1 returned PNC assembly inh inconclusive, 12-hLO inh -6%, IMPase cell inh 4 and 15-hLO-2 inh inconclusive.
Cc1ccc(S(=O)(=O)NC(C)(C)CSc2nncn2N)cc1 was read as PNC assembly inh -19, 12-hLO inh -2%, IMPase cell inh 1 and 15-hLO-2 inh -4%.
